# Assay outcomes (PubChem)
# SENP6 block – SENP6 protease inhibitors, primary screen, biochemical, luminescence, uHTS; Recombinant SENP6 catalytic domain, aminoluciferin luminescence; inhibition, % at 10 µM; actives 1.8% (n = 330,000); AID 2599, 2010;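 active = inhibition above about 50% at the single tested dose, limit read from the data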;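 also: plate controls were DMSO wells with enzyme for no effect and DMSO wells lacking enzyme for full effect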
# PfGluPho inh – PfG6PD enzyme inhibitors, primary screen, biochemical, fluorescence intensity, uHTS; PfGluPho enzyme, NADPH resazurin-diaphorase fluorescence; actives 0.78% (n = 350,000); AID 504690, 2011; inhibition, % at 20 µM;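 active = inhibition reaching at least a set limit at 20 µM in the primary screen, cut at about 59% in these data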;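 also: 0% = DMSO wells with substrate and 100% = DMSO wells lacking glucose-6-phosphate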
# MPTP block – mitochondrial permeability transition pore inhibitors, primary screen, biochemical, isolated mouse mitochondria, absorbance; Ca2+ swelling absorbance, 30 min; inhibition, % at 10 µM; actives 1.4% (n = 360,000);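 active = inhibition of 50% or more, scaled per plate between neutral and stimulator controls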;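 also: 0% = DMSO wells given calcium and 100% = 1 mM EGTA wells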
# HKDC1 inh – HKDC1 hexokinase inhibitors, primary screen, biochemical, fluorescence, uHTS; recombinant HKDC1, G6PDH/diaphorase resazurin coupled fluorescence; inhibition, % at 20 µM; actives 0.16% (n = 340,000); Q2TB90;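 active = inhibition above about 35% when tested at 20 µM, limit read from the data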;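 also: plate controls were DMSO wells with enzyme for no effect and DMSO wells lacking enzyme for full effect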
# Target sequence (Q2TB90 whole entry, looked up): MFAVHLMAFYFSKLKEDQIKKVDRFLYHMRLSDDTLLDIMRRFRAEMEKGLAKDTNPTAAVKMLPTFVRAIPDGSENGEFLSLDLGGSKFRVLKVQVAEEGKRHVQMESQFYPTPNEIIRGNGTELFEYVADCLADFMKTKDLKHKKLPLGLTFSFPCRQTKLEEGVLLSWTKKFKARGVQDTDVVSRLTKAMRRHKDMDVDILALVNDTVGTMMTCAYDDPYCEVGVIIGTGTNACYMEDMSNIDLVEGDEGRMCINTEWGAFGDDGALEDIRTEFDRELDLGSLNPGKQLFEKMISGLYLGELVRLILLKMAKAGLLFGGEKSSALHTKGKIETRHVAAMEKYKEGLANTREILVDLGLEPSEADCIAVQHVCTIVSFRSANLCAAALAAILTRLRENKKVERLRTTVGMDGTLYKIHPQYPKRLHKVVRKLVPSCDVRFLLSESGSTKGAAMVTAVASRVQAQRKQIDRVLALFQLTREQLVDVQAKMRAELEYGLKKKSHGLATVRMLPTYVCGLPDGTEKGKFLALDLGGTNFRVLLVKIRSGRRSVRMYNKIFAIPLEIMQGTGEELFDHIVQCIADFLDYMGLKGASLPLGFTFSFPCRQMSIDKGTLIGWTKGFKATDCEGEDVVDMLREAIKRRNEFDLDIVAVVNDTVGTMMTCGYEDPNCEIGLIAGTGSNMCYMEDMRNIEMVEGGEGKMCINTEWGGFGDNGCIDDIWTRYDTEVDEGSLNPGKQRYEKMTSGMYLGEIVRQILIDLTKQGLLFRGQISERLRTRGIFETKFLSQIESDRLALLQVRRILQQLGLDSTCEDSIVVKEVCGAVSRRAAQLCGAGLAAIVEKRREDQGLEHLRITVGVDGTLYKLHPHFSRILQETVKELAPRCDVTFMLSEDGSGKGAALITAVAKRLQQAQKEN
#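 Incubation: 90 min at room temperature in dark / Material: recombinant HKDC1 (HK5) hexokinase enzyme, produced in-house / Quantity: enzyme 5 µg/mL final / Compound: one dose of 20 µM, 1% DMSO / Reagent: glucose and ATP substrates / Buffer or medium: Tris pH 8.0 buffer with MgCl2, Tween-20, BSA, BME / Technique: resorufin fluorescence at 613 nm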
# GRIN3A LBD mod – binders of NR3A ligand-binding domain, primary screen, biophysical, differential scanning fluorimetry, uHTS; Glutamate receptor ionotropic, NMDA 3A (GRIN3A) ligand-binding domain; NR3A LBD differential scanning fluorimetry, Tm shift; 0% = protein alone, 100% = glycine-bound protein; Tm shift relative to glycine control, % at 25 µM; actives 2.5% (n = 340,000);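 active = melting temperature shift of at least 10% of the positive control shift, at one fixed dose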
# ATG4B inh – ATG4B protease inhibitors, primary screen, biochemical, fluorescence, uHTS | ATG4B cleavage of LC3-PLA2, NBD-HPC fluorescence, 1 h | inhibition, % at 8.33 µM | Cysteine protease ATG4B (Homo sapiens), Q9Y4P1 | actives 0.51% (n = 340,000); in the data active = inhibition above about 40%
# SENP8 inh – human SENP8 protease inhibitors, primary screen, biochemical, fluorescence, Nedd8 protein substrate, uHTS | recombinant SENP8 | inhibition, % at 20 µM | actives 0.64% (n = 360,000) | AID 602440, 2012; in the data active = inhibition mostly above about 40%, no sharp cut-off; inactive = mostly below about 27%
# Target sequence (Q96LD8 whole entry, looked up): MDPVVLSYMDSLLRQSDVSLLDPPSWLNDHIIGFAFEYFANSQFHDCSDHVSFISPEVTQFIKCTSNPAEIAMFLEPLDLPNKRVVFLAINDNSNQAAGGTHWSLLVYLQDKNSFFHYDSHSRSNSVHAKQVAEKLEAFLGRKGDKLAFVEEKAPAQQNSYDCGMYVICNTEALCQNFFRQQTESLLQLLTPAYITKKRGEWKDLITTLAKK
# SENP7 inh – SENP7 protease inhibitors, primary screen, biochemical, luminescence, uHTS | Sentrin-specific protease 7 (Homo sapiens), Q9BQF6 | recombinant SENP7, Z-RLRGG-aminoluciferin luminescence, 40 min | inhibition, % at 5 µM | actives 1.5% (n = 330,000) | AID 434973, 2010;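 active = inhibition above about 50% at the single test dose, limit read from the data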;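 also: plate controls were DMSO with enzyme for no effect and no enzyme buffer wells for full effect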
# Starred values were filed as active, the others as inactive; nt = no result given.
Compound,SENP6 block,PfGluPho inh,MPTP block,HKDC1 inh,GRIN3A LBD mod,ATG4B inh,SENP8 inh,SENP7 inh
CCOc1ccc(S(=O)(=O)N(C)CC(=O)NCc2ccco2)cc1,5,-6,0.1,5,-2,7,0,-1
Cn1c(=O)c2c(nc(SCC(=O)N3c4ccccc4CCc4ccccc43)n2C)n(C)c1=O,nt,-3,2.4,3,1,15,-2,nt
CN(Cc1ccccc1Cl)C(=O)C1CC(=O)N(c2ccc3c(c2)OCCO3)C1 (stereo unspecified),1,-10,-0.6,-5,2,-8,1,-17
COc1ccc(C(=O)Nc2cccc3ccccc23)cc1,7,10,3.1,7,-3,-11,-1,-3
COc1ccc(NS(=O)(=O)c2cccc(NC(=O)CNC(C)=O)c2)cc1,5,-12,0.6,4,0,-8,20,0
COc1ccc(C(=O)NCC(=O)N2CCN(c3ccc(F)cc3)CC2)cc1,-6,-5,-1.4,-3,-2,1,20,-2
CC[N+]1(C)CCC(O)(/C=C/c2ccccc2)C(C(=O)/C=C/c2ccccc2)C1 (stereo unspecified),nt,38,-1.9,10,7,1,4,nt
O=C(NCC(c1cccnc1)N1CCOCC1)NC1CCCCC1 (stereo unspecified),0,-1,1.5,-4,2,-6,8,-1
Cc1noc(C)c1CSc1nc2ccccc2n1CCc1ccccc1,-5,40,0.7,3,1,6,18,-9
CCn1cc(C(=O)OCC(=O)N(C)C2CCS(=O)(=O)C2)c(=O)c2ccc(C)nc21 (stereo unspecified),3,8,-0.7,-5,0,10,19,11
CCn1c(SCC(=O)NNC(=S)Nc2ccccc2)nnc1-c1ccc(Cl)cc1,-10,20,-0.9,6,-5,-5,10,2
CCN(C(=O)c1cccnc1)c1ccccc1,-14,-7,0.3,-3,3,-3,16,2
O=C(COC(=O)c1ccc2ccccc2n1)c1ccc(F)cc1,-26,-9,3.3,-1,2,-7,12,-15
CN(C)c1ccc(C(=O)/C=C/c2ccco2)cc1,26,26,0.8,-2,1,3,-44,-6
CC(=O)Oc1ccc(-c2csc(Nc3ccc(S(N)(=O)=O)cc3)n2)cc1,3,62*,1.7,-8,3,-19,-7,6
O=C1CCCN1c1cccc(Br)c1,-3,4,-0.1,1,0,-13,17,10
CCCn1c(SCC(=O)Nc2nc(-c3ccc(OC)cc3)cs2)nc2c1c(=O)n(C)c(=O)n2C,5,2,22,-2,-2,-6,10,1
COc1ccccc1NC(=O)C(=O)N/N=C/c1ccc([N+](=O)[O-])s1,nt,-11,2.7,-10,4,-3,35,nt
Cc1ccc(NC(=O)CN2CCCCC2)c2c1CC(C)(C)O2,-3,-3,0.1,-6,2,11,10,-1
O=C(Nc1ccc(-c2cn3ccsc3n2)cc1)C1CC1,-18,-18,1.8,-2,15*,2,0,-6
CC1CC(C)CN(C(=O)C(C)N2CCN(S(=O)(=O)c3ccccc3F)CC2)C1 (stereo unspecified),7,3,1.0,-6,2,-6,-2,-12
Cc1ccc(S(=O)(=O)Oc2ccc(/C=C3/N=C(c4ccccc4)OC3=O)cc2)cc1,12,1,-1.2,26,-1,-2,-45,8
Cc1c[nH]c(=O)c([N+](=O)[O-])c1,-19,-14,-1.8,0,2,-6,-43,-5
NS(=O)(=O)c1cccc(NC(=O)COC(=O)CCN2C(=O)c3ccccc3C2=O)c1,-2,2,-3.4,-5,1,-1,7,0
Nc1ccn(CC(=O)N[C@H](CO)Cc2c[nH]c3ccccc23)c(=O)n1,11,2,-1.2,-8,4,-4,21,-1

# Retrieved one by one from above, two records:
Compound,SENP6 block,PfGluPho inh,MPTP block,HKDC1 inh,GRIN3A LBD mod,ATG4B inh,SENP8 inh,SENP7 inh
CCN(C(=O)c1cccnc1)c1ccccc1,-14,-7,0.3,-3,3,-3,16,2
CN(Cc1ccccc1Cl)C(=O)C1CC(=O)N(c2ccc3c(c2)OCCO3)C1 (stereo unspecified),1,-10,-0.6,-5,2,-8,1,-17

# Records listed so far shown as hits in PfGluPho inh:
Compound,SENP6 block,PfGluPho inh,MPTP block,HKDC1 inh,GRIN3A LBD mod,ATG4B inh,SENP8 inh,SENP7 inh
CC(=O)Oc1ccc(-c2csc(Nc3ccc(S(N)(=O)=O)cc3)n2)cc1,3,62*,1.7,-8,3,-19,-7,6

# Later entries
Compound,SENP6 block,PfGluPho inh,MPTP block,HKDC1 inh,GRIN3A LBD mod,ATG4B inh,SENP8 inh,SENP7 inh
Nc1ncn(-c2ncc(C(F)(F)F)cc2Cl)n1,-8,-10,-0.7,-5,0,9,4,1
CC(NC(=O)COC(=O)c1ccc2c(c1)OCO2)c1ccccc1 (stereo unspecified),-3,16,2.0,-9,-1,-8,15,7
COc1ccc(NC(=O)C2(S(=O)(=O)c3ccc(C)cc3)CC2)cc1,14,2,-1.5,1,-4,-8,6,0
COc1cc(C(=O)NC(=S)Nc2ccc([N+](=O)[O-])cc2)cc(OC)c1OC,-21,-6,2.2,-9,8,-9,23,-4
CC(C)CCSc1cc(NCCO)c([N+](=O)[O-])c2nonc12,34,32,4.8,8,-5,-1,49*,-6
O=C(c1ccc(Cl)cc1)C(Cn1cncn1)C(Sc1ccccc1)c1ccccc1 (stereo unspecified),4,-6,-0.9,-3,-3,-2,17,-7
COCCN1CCCC(CNCc2cn(C)nc2-c2ccc(Oc3ccccc3)cc2)C1 (stereo unspecified),-25,-7,91*,-2,0,-8,16,2
COc1ccc(-c2cc(C(=O)NCc3ccc(Cl)cc3)no2)cc1OC,8,5,0.7,-6,-2,-2,-35,1
O=C(C[n+]1ccc(C(=O)N/N=C/c2ccc(O)cc2)cc1)c1ccccc1,6,9,-0.7,-5,-7,1,-14,13
N#Cc1ccccc1NC(=O)COC(=O)CCc1ccc(S(=O)(=O)N2CCCCC2)cc1,-11,11,-0.5,-10,-1,3,-1,-6
CCN1CCN(CCCNC(=O)c2cc3c(=O)[nH]c4ccccc4c3s2)CC1,8,13,-0.3,17,1,-6,-299,0
CCOC(=O)CC1C(=O)NCCN1S(=O)(=O)c1cc(Cl)c(Cl)cc1Cl (stereo unspecified),-3,-6,-0.5,3,2,-11,10,-4
Cc1ccc(-c2nc3c4ccccc4ccn3c2CN2CCCCC2)cc1,-8,11,4.7,3,-1,8,-204,6
C=CCn1c(C)c(C(C)=O)c(N2CCN(c3ccccc3)CC2)nc1=S,-6,28,-0.4,-7,2,4,24,0
CCNc1nc2nc3ccc(C)cn3c(=O)c2cc1C(=O)NCC1CCCO1 (stereo unspecified),-1,-2,2.2,-12,-4,-8,-389,2
CCOC(=O)C1CCN(c2c(NCCCN(CC)Cc3ccccc3)c(=O)c2=O)CC1,-30,-5,26,-19,0,2,13,-4
COc1ccc(N2C(=O)CC(N(C)CCc3ccc(OC)c(OC)c3)C2=O)cc1 (stereo unspecified),16,1,-1.3,-8,2,-7,7,1
COc1cccc2cc(C(=O)NCc3ccccc3Cl)c(=O)oc12,-9,-8,0.6,-5,1,5,-90,-12
COC(=O)c1ccc(CN2CCC(CO)(Cc3cccc(OC)c3)CC2)cc1,-1,-16,-2.0,17,0,-4,19,-2
CCCc1nnc(-c2cc(OC)c(OC)c(OC)c2)o1,3,4,1.5,-3,-3,-8,12,2
Cc1ncoc1C(=O)N1CCCC(C(=O)c2ccc(C(F)(F)F)cc2)C1 (stereo unspecified),15,-1,2.6,-7,2,-7,7,1
O=C(Nc1nccs1)c1cc(-c2ccccc2)nc2ccccc12,0,2,-5.4,-4,-4,9,5,6
CN1CCN(NC(=O)c2cccc(C(F)(F)F)c2)CC1,-8,0,-1.1,-10,0,-3,19,-3
CN(c1ccc(C(=O)N2CCN(Cc3ccccc3)CC2)cc1)S(=O)(=O)c1ccccc1,-28,-8,1.3,-76,-1,-2,3,-4
COc1ccc(-c2sc3ccc(OC)cc3c2-c2ccc(OC)nc2)cc1,-14,2,4.7,-3,-1,5,-80,-1

# A different layout for 2 compounds above:
# Every second line gives: SENP6 block	PfGluPho inh	MPTP block	HKDC1 inh	GRIN3A LBD mod	ATG4B inh	SENP8 inh	SENP7 inh
- COc1cc(C(=O)NC(=S)Nc2ccc([N+](=O)[O-])cc2)cc(OC)c1OC
 : -21	-6	2.2	-9	8	-9	23	-4
- CC(C)CCSc1cc(NCCO)c([N+](=O)[O-])c2nonc12
 : 34	32	4.8	8	-5	-1	49*	-6

# (next part)
Compound,SENP6 block,PfGluPho inh,MPTP block,HKDC1 inh,GRIN3A LBD mod,ATG4B inh,SENP8 inh,SENP7 inh
O=S(=O)(NCCN1CCOCC1)c1ccc(F)c(Cl)c1,2,-4,-1.0,-4,-2,4,30,-2
CCOC(=O)C1CN(S(=O)(=O)c2cccc(C(F)(F)F)c2)c2cc(CC(=O)OC)ccc2O1 (stereo unspecified),-9,13,-1.3,4,2,1,11,-9
O=C(Nc1ccnn1C1CCN(C/C=C/c2ccccc2)CC1)c1ccccc1,-9,8,0.8,-1,2,-18,12,-8
CC1=NN(C(=O)CCc2ccc3c(c2)OCO3)C(O)(C(F)(F)F)C1 (stereo unspecified),0,8,2.4,0,-1,-2,15,6
COc1ccc(-c2cc(O)cc(O)c2)cc1,70*,28,-1.0,-2,11*,3,10,60*
C=CCOc1c(/C=N\NC(N)=O)cccc1OC,1,-7,0.9,-5,2,0,-4,1
CCCOc1cc(C)c(S(=O)(=O)NCc2cccs2)cc1C,-6,1,0.0,4,-15,-7,15,0
Cc1ccccc1OCCSCc1nc2ccccc2[nH]1,8,-3,79*,-6,2,-4,1,4
C/C(=N\Nc1ccccc1)c1cccc(N)c1,4,6,1.5,4,-1,-3,-30,1
O=C(Nc1cc([N+](=O)[O-])ccc1O)c1cccc(C(=O)Nc2cc([N+](=O)[O-])ccc2O)c1,nt,-9,0.1,14,25*,-1,-15,nt
O=S(=O)(c1ccc(F)cc1)n1ccc2cccnc21,-13,10,-0.2,3,-1,-18,1,3
CC1CCCC(C)N1C(=O)COC(=O)c1n[nH]c(=O)c2ccccc12 (stereo unspecified),-10,12,0.0,-5,1,-5,10,5
Cc1cc(C)c(S(=O)(=O)N2CCN(c3ccc([N+](=O)[O-])c(-n4nc(C)cc4C)c3)CC2)c(C)c1,-9,4,-0.8,-5,0,-3,24,2
O=C(CSc1ncnc2scc(-c3ccccc3)c12)NC1CCS(=O)(=O)C1 (stereo unspecified),-18,-44,1.8,0,0,2,18,0
C=Cc1ccc2c(c1)OCCOCCOCCOCCOCCO2,7,-6,-2.2,-2,2,4,10,-10
COC(=O)c1oc2ccc(Br)cc2c1NC(=O)CN1CCN(C)CC1,-2,-16,1.2,3,-2,7,16,-3
O=c1c2[nH]c3ccc(F)cc3c2ncn1CCC1=CCCCC1,-20,9,0.4,-6,-1,-8,-18,-8
O=C(Cc1ccsc1)NNC(=O)c1ccccc1Cl,-7,-15,-0.3,-1,nt,5,4,1
COc1ccccc1CNC(=O)C/C(C)=N/NC(=O)Cc1ccccc1,-16,-4,0.6,-5,1,-4,-1,0
O=C(Nc1ccc(Cl)c(S(=O)(=O)N2CCOCC2)c1)C1CCC1,-8,-4,0.5,1,2,2,8,-6
CCCc1c(C)[nH]c2ccccc2c1=O,-8,6,-7.2,-7,-1,2,11,4
Oc1ccc(/C=N/N2CCN(Cc3ccccc3)CC2)cc1,-16,1,0.4,-9,1,4,-7,6
CC(=O)N/C(=C\c1ccccc1)C(=O)OCC(=O)N1CCCCCC1,-6,-11,-15,-9,-1,-1,19,-3
CCc1ccc(NC(=O)C2C3/C=C\CCCCC32)cc1 (stereo unspecified),-2,-7,0.4,-9,-1,14,12,0
CCOC(=O)N1CCN(C(=O)COc2ccc3c(c2)C(=O)CC(C)(C)O3)CC1,-6,-7,1.5,-10,-2,-2,-452,6
